Pf apPOL block: Pf-apPOL DNA polymerase inhibition; Recombinant Pf-apPOL, molecular beacon fluorescence, 1.5 h; inhibition, % at 10 µM; 0.25% of 210,000 active
mHTT CaM bind: disrupts binding of mutant huntingtin to calmodulin | 3.6% of 190,000 active | P42858 | AlphaScreen His-mHTT/GST-CaM binding, luminescence | inhibition, % at 15 µM;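 also: 0% = both proteins with DMSO and 100% = one protein alone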
* = called active by the depositor; i = inactive; . = not tested or not shown; & = joins results of further samples. Rule as the data show it: active = inhibition above about 50%; inactive = the rest.

compound	Pf apPOL block	mHTT CaM bind
Nc1nnc(Sc2cc(-n3cccc3)c(Cl)cc2[N+](=O)[O-])s1	-13	.
O=S(=O)(Cc1nc(-c2cccc(C(F)(F)F)c2)no1)c1ccc(F)cc1	-8	-36
Cc1ccc(C(C)C)cc1OCCCCN1CCOCC1	-4	0
COc1c2c(cc3c1C(CC(=O)c1ccc(Cl)cc1)N(C)CC3)OCO2 (centres undefined)	-3	0
CCOc1cc(/C=c2\sc3nc4ccccc4n3c2=O)cc(I)c1OC	-11	3
CCOC(=O)[C@@H](N)CCC(=O)N[C@@H](CSCc1ccccc1)C(=O)N[C@@H](C(=O)OCC)c1ccccc1	-13	.
O=C(NC1CC1)C1CCCN(c2ncnc3c2nc2n3CCCCC2)C1 (centres undefined)	-2	-8
COc1ccc(-c2coc3c4c(ccc3c2=O)OCN(c2cc(Cl)c(OC)cc2OC)C4)cc1	-1	60*
C=C(C)CN(CC)Cc1cc(OC)cc(OC)c1	-4	-14
Cc1ccc(CC(=O)Nc2nnc(C3CC(=O)N(c4ccccc4)C3)o2)cc1 (centres undefined)	-8	0
COc1ccc(Cl)cc1N1C(=O)CSCC1=O	-4&4	.
C(=Cc1nc(-c2cccc(-c3ccn[nH]3)c2)no1)c1ccccc1	2	1
CN1c2ccc(F)cc2C(=O)NC12CCN(C(=O)c1ccc(F)c(F)c1)CC2	2	2
Cc1ccc(C=C2Oc3cc(O)cc(C)c3C2=O)cc1	-1	2
CCN(CC)c1ccc(NC(=O)c2ccc(C)cc2Cl)cc1	-8	34
NC(=O)c1c(NC(=O)CN2C(=O)c3ccccc3C2=O)sc2c1CCCC2	4	4
Cc1cccc(-c2nocc2CCC(=O)NCc2ccccc2)c1	-5	-8
O=C(NCc1ccc(F)cc1)NCC1(c2ccccc2)CCOCC1	-5	-17
O=C(CSc1ccccc1[N+](=O)[O-])NNC(=S)NC1CC2C=CC1C2 (centres undefined)	-279	.
CN1c2cc(F)ccc2C(=O)NC12CCN(C(=O)c1cc(F)cc(F)c1)CC2	1	-2
CCOC(=O)COc1nc(C)cc(C)n1	-6	3
Cc1ccc(C)c(NC(=O)c2c(C)sc3c(=O)n(C4CC4)cnc23)c1	-1	3
O=S1(=O)CC(O)C(O)C1 (centres undefined)	-2	0
OC(c1ccccc1)c1nnc(SCc2ccccc2)n1-c1ccccc1 (centres undefined)	0	4
c1ccc(-c2nsc(-n3ccc(-c4cccs4)n3)n2)cc1	2	.
COc1cccc(C(=O)Oc2cc(C)[nH]c(=O)c2[N+](=O)[O-])c1OC	-8	7
Cc1nc2cc(NC(=O)c3cc(-c4cccs4)[nH]n3)ccc2s1	1	10
CSC1=NSC2=NC(=O)/C(=C\c3ccc([N+](=O)[O-])o3)C(=N)N12	0	100*
CCSc1nnc(NC(=O)c2cc(-c3cccs3)nc3ccccc23)s1	-3	-2
C=C[C@@H]1c2cc(C)ccc2N(S(=O)(=O)c2ccc(C)cc2)[C@H](c2ccccc2C(F)(F)F)C1(C#N)C#N	2	6
CC1CC(=Cc2cccnc2)C(=O)C(=Cc2cccnc2)C1 (centres undefined)	-4	2
COCCNC(=O)c1cnn2c(C)c(Cc3cc(C)ccc3C)c(C)nc12	-9	31

Two entries picked at random from the list so far:
compound	Pf apPOL block	mHTT CaM bind
C=C[C@@H]1c2cc(C)ccc2N(S(=O)(=O)c2ccc(C)cc2)[C@H](c2ccccc2C(F)(F)F)C1(C#N)C#N	2	6
CC1CC(=Cc2cccnc2)C(=O)C(=Cc2cccnc2)C1 (centres undefined)	-4	2

Next part
compound	Pf apPOL block	mHTT CaM bind
OC(COc1ccc2c(c1)CCC2)CN1CCN(c2ccccc2)CC1 (centres undefined)	-11	15
Cc1ccc(C2CC(=O)C3=C(C2)Nc2ccccc2NC3c2ccc(C)o2)cc1 (centres undefined)	-8	2
Clc1ccc(C2=CSC(c3ccccc3)=NN2)cc1	-15	6
COc1nnc(-c2ccc(C)cc2)c2ccccc12	1	-1
Cc1ccc(C2SCCN2S(C)(=O)=O)cc1 (centres undefined)	-7	-1
Cc1ccc(/C=C/C2=NC(=C\C=C\c3ccccc3)/C(=O)O2)cc1	0	9
O=C(CCNS(=O)(=O)c1ccc(Br)s1)N1CCCCC1	4	0
c1ccc(-c2noc(-c3cccnc3)n2)cc1	-8	-7
O=C(NCc1ccco1)c1nn(-c2ccc(F)cc2)cc1OCc1ccc(F)cc1	-38	-4
Cc1ccccc1CC(=O)N1CCCC1c1nc(-c2cccc(Cl)c2)no1 (centres undefined)	4	43
CC(C)C(=O)NC(c1cccs1)c1cc([N+](=O)[O-])c2cccnc2c1O (centres undefined)	-5	100*
Nc1c([N+](=O)[O-])ncn1CCO	.	-8
CC(=O)NC1c2ccccc2Oc2ccccc21	-1	-6
COc1ccc(-n2nc(C(=O)NCC(=O)N3CCCCC3)c3ccccc3c2=O)c(OC)c1	1	6
CC(=O)NCCc1ccc(S(=O)(=O)N2CCCC2)cc1	4	-2
O=C1OC(c2cc(Cl)ccc2Cl)=N/C1=C\c1ccc([N+](=O)[O-])cc1	4	-1

Complete entries, quoted from the list.
O=C1OC(c2cc(Cl)ccc2Cl)=N/C1=C\c1ccc([N+](=O)[O-])cc1 across the screens: Pf apPOL block: 4; mHTT CaM bind: -1
Cc1ccccc1CC(=O)N1CCCC1c1nc(-c2cccc(Cl)c2)no1 (centres undefined) across the screens: Pf apPOL block: 4; mHTT CaM bind: 43
Nc1c([N+](=O)[O-])ncn1CCO across the screens: Pf apPOL block: .; mHTT CaM bind: -8

(more compounds)
compound	Pf apPOL block	mHTT CaM bind
COc1cc2c(c(O)c1OC)c(=O)c1ccccc1n2C	-15	.
Cc1cccn2cc(C(=O)NCc3cccc(F)c3)nc12	-2	0
Cc1ccc(N2CCN(C(=O)CC(C)(C)C)C(C)C2=O)cc1C (centres undefined)	-4	-4
CC(=O)C1=C(O)C(=O)NC1c1ccccc1 (centres undefined)	-5	-1
Nc1nnc(SCc2csc(C=O)c2)s1	.	-6
CCc1noc(-c2cccnc2N2CCCN(C(=O)c3ccccc3C)CC2)n1	-8	-3
CC1CN(C(=O)c2ccc([N+](=O)[O-])cc2Cl)CC(C)O1 (centres undefined)	-1	-2
Cc1ccc2nc(SCC(=O)Nc3ccccc3C(F)(F)F)[nH]c2c1	0	-2
O=C(NC1CCCC1)c1cn2c(n1)COCC2	-3	-13
Cc1ccc(CN2C(=O)c3ccccc3C2C(=O)NCCCN2CC(C)CCC2C)cc1 (centres undefined)	-8	-9
Cc1ccccc1CC(=O)Nc1cc(-c2cccs2)no1	0	-15
Cc1ccccc1NC(=O)N1CCC(n2cnc3c(Cl)cccc3c2=O)CC1	0	-9
CCOC(=O)c1oc2cc(OC(=O)c3ccco3)ccc2c(=O)c1-c1ccccc1OC	-4&-7	39&24
COc1cc(/C=N/NC(N)=S)cc(OC)c1	.	i
COc1cccc2cc(-c3cc(=O)oc4cc5c(cc34)CCCC5)oc12	-1	-3
O=C(c1ccsc1)N1CCCC1c1nc(-c2ccc(F)cc2F)no1 (centres undefined)	-2	1

Continued.
Each structure is followed by: Pf apPOL block	mHTT CaM bind
O=C(Nc1c2c(nn1-c1cccc(Cl)c1)CSC2)c1ccccc1Cl
  -2	4
O=C1Nc2cc(Cl)c(Cl)cc2N(O)N1c1ccccc1F
  -3	-1
CC(=O)Nc1ccc(N=Cc2cc(C)cc(I)c2O)cc1
  -7	65*
CCONC(=Nc1ccccc1OC)c1nonc1N
  -6	-1
O=C(Nc1ccc(Br)cc1)c1ccc([N+](=O)[O-])cc1Cl
  6	5
C=CCNC(=O)CSc1nnnn1-c1ccccc1OCC
  -7	-8
O=C(c1cccs1)N1CC(C(=O)N2CCCCC2)C(c2ccccc2)C1 (centres undefined)
  -1	7
O=C(NCCN1CCOCC1)C1CC(=O)N(CCc2c[nH]c3ccc(Cl)cc23)C1 (centres undefined)
  -1	18
CC1=CC(=NOC(=O)c2ccc(I)cc2)C=C(C)C1=O
  -6	2
CNC(=O)C1CN(C(=O)c2ccc(F)cc2)CC12CCCC2 (centres undefined)
  1	-5
COc1ccc(/C=C/c2cc(C(F)(F)F)[nH]n2)cc1
  0	-16
O=C(N1CCN(Cc2ccccc2)CC1)C(Cl)(Cl)Cl
  -3	-8
Cc1cc(-c2ccccc2)n(-c2cc(Nc3cccc(C(F)(F)F)c3)ncn2)n1
  -3	93*
Cc1nn(-c2ccccc2)nc1C(=O)ONC(=O)c1ccccc1
  0	.
O=Cc1ccccc1OCc1cccc(C(=O)O)c1
  -7	5
CCC(C)(NC(=O)Cc1ccccc1)C(=O)Nc1ccc2c(c1)OCCO2 (centres undefined)
  1	14
COc1cc(/C=C2\NC(=O)NC2=O)cc(Br)c1OCc1ccc(F)cc1
  5	17
COc1ccc(C)cc1NC(=O)c1ccc(CN(c2ccccc2)S(C)(=O)=O)cc1
  -23	14
CC(C)(C)c1noc(-c2ccc(=O)n(Cc3cccc(F)c3)n2)n1
  0	-4
CCCn1c(C2CCN(C(=O)Nc3cc(C)ccc3C)C2)nc2cccnc21 (centres undefined)
  -4	12
C[C@H]1COc2cc(Br)ccc2S(=O)(=O)N1Cc1cn(Cc2ccc(Cl)cc2)nn1
  -4	-1
CC(C)CNC(=O)c1ccc2c(=O)n3c(nc2c1)CCCC3
  0	-5
O=C(O)c1c[nH]c2ccc(F)cc2c1=O
  8	1
O=C(COc1ccc2ccccc2c1)NCCS(=O)(=O)N1CCc2ccccc21
  -1	-11
CN(C)c1ccc(-c2cccc(C3CC=CC4C3C(=O)N(Cc3ccccc3)C4c3ccc(C(F)(F)F)cc3)c2)cc1 (centres undefined)
  -6	21
N#Cc1cc(C#N)c(SCC(=O)c2ccccc2)nc1N
  -7	1
CCCCOC(=O)CC1NCCNC1=O (centres undefined)
  .	-9
Cc1ncc2c(n1)CCN(C(=O)Nc1ccc(Br)cc1F)C2
  -2	-4
Fc1ccccc1N1CCN(C2Cc3ccccc3C2)CC1
  1	6
O=C1OC(c2cccc(Br)c2)=N/C1=C\c1ccc(Br)cc1
  -7	-2
O=C(NCc1cccs1)c1cc(-c2ccccc2)oc1C(F)(F)F
  -7	.
N#CC(=NOC(=O)c1ccc(C(F)(F)F)cc1)S(=O)(=O)c1cccs1
  11	.
Nc1c(S(=O)c2ccccc2)sc2nc3c(cc12)CCCC3 (centres undefined)
  -20	-17
O=C(NCc1csc(C2CCCN(C(=O)c3ccccc3)C2)n1)C1CC1 (centres undefined)
  -6	0
CC(C)Oc1ccc(CNC(=O)c2ccc3c(c2)N(C)C(=O)C2CCCCN32)cc1 (centres undefined)
  0	8
NC(=O)C1CCN(C(=O)c2ccc(Br)o2)CC1
  -3	-1
Cc1ccc(S(=O)(=O)N2CCN(S(=O)(=O)c3ccc(C)cc3)C2C(C)C)cc1
  -2	-21
CC1CCN(S(=O)(=O)c2cc(Br)ccc2Br)CC1
  7	-32
O=C(Nc1cc(Cl)ccc1Cl)c1cnn2c1NC(c1ccco1)CC2C(F)(F)F (centres undefined)
  2	42
O=c1c(C(F)(F)F)cccn1Cc1cc(Cl)cc(Cl)c1
  -4&1	.
CCOC(=O)N1CCN(Cc2ccc(F)cc2)CC1
  11	-1
CSC1=NC(C)(C)CC2=C(C)C=C(C)C3(CC(C)(C)N=C3SC)C2=C1 (centres undefined)
  .	0
COc1ccc(/C=C2\SC(=N)NC2=O)cc1Cl
  4	-2
CCN1c2ccc(C)cc2C(=O)NC12CCN(C(=O)Cc1ccccc1)CC2
  0	9
O=C(CS(=O)(=O)c1cn(Cc2ccccc2Cl)c2ccccc12)Nc1ccccc1
  -4	10
CCCCNC(=O)C1CC(=O)N(CCc2c[nH]c3ccc(F)cc23)C1 (centres undefined)
  0	-7
CC1CN(Cc2cc([N+](=O)[O-])c3cccnc3c2O)CC(C)O1 (centres undefined)
  -4&-4	100*
COc1cc(C2=NOC(C(=O)NCc3ccco3)C2)cc(OC)c1OC (centres undefined)
  -5	-6
O=C(COc1ccc(Cl)cc1)N1CCc2nc[nH]c2C1
  -1	16
COc1ccccc1NC(=O)N1CCC(CNS(=O)(=O)Cc2cccc(F)c2)CC1
  -8	-10
Cc1nc(N=C(N)Nc2ccc(F)cc2)[nH]c(=O)c1C
  -1	-3
CCC(CC)C(=O)N1CCc2c(c(C(=O)NCc3cccc(C)c3)nn2C)C1
  -2	21
O=C(O)C1C2CCC(O2)C1C(=O)NCc1ccc2c(c1)OCO2 (centres undefined)
  -8	2
Cc1ccc(NCc2cccnc2)cc1
  -1	2
COc1cccc(C2=NOC(C(=O)NCc3ccccn3)C2)c1 (centres undefined)
  -6	-4
NC(=O)c1cc2cc(Br)ccc2oc1=Nc1cccc(F)c1
  7	8
Cc1nc2c(ccc3nc(NC(=O)c4cc(=O)c5ccccc5o4)sc32)s1
  0	-24
CNC(=O)Nc1ccc(C2(C(=O)N3CCN(c4ccccc4OC)CC3)CCC2)cc1
  -4	21
O=C(O)C1C(C(=O)Nc2ccccc2)C2C=CC1C21CC1 (centres undefined)
  -10	2
O=C(NCc1ccncc1)c1ccc(-c2ccc(N3CCCCC3)nc2)cc1
  5	28
COc1ccc(-c2coc3cc(OCc4ccccc4)ccc3c2=O)cc1OC
  -6	0
Cc1cccc(C)c1NC(=O)c1ccc(OC(C)C)cc1
  -2	-6

Rewritten with each value named: entries from further up.
molecule: Cc1ccc(NCc2cccnc2)cc1
  Pf apPOL block: -1	mHTT CaM bind: 2
molecule: COc1cccc(C2=NOC(C(=O)NCc3ccccn3)C2)c1 (centres undefined)
  Pf apPOL block: -6	mHTT CaM bind: -4

This is a random part of the collection. Share with any hit: about 3.6%.
